Bioassay records: PubChem, The Scripps Research Institute Molecular Screening Center
TEAD-YAP inh = TEAD-YAP interaction inhibition; HEK-TIYL cells, TEAD-Gal4/YAP UAS-luciferase luminescence; inhibition, % at 9.12 µM; hit rate 1.4% among 640,000; in the data active means inhibition above about 32%;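 further: 0% = median of test compound wells and 100% = reference inhibitor wells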
GPR151 ag = activates the human receptor GPR151; PathHunter beta-arrestin GPR151 cells, luminescence; activation, % at 11.2 µM; hit rate 1% among 650,000; AID 1508602; in the data active means activation above about 4.9%;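 further: 0% = median of compound wells and 100% = cells with positive control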
Target sequence (Q8TDV0 whole entry, looked up): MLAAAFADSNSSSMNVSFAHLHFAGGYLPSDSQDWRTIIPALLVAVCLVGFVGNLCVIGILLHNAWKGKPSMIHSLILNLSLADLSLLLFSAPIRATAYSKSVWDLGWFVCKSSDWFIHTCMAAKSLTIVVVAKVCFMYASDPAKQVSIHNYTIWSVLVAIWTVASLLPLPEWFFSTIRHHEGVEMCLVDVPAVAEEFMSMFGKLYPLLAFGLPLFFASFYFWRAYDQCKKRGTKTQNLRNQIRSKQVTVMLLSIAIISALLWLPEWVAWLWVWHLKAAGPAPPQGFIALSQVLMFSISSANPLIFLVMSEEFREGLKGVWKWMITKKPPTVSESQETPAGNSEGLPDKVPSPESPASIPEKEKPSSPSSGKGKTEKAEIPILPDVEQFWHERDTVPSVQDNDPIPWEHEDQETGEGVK
MITF inh = human MITF inhibition, primary screen; O75030; AlphaScreen MITF homodimerization, bead proximity signal; inhibition, % at 2.6 µM; hit rate 0.91% among 650,000; AID 1259374; in the data active means inhibition above about 50%;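 further: 0% = vehicle wells with protein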
Target sequence (O75030 whole entry, looked up): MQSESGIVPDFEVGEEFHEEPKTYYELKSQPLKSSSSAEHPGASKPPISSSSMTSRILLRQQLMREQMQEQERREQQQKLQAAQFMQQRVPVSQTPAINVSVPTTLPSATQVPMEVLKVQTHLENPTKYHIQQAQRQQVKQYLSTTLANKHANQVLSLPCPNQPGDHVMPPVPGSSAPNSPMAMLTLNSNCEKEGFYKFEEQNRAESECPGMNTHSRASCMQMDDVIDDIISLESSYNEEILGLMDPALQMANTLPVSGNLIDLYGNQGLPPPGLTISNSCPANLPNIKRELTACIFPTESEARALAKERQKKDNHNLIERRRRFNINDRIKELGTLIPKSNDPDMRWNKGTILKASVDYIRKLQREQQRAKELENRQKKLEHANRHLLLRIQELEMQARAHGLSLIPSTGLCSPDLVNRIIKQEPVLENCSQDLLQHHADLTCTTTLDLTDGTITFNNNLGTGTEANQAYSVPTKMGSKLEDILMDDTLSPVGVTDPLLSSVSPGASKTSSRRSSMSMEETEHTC
FBW7 act = activators of human E3 ligase FBW7; AlphaScreen FBW7–phospho-cyclin E peptide binding, activator screen; hit rate 0.13% among 650,000; normalized activity (activation), % at 26.1 µM; Q969H0; in the data active means normalized activity above about 1.9%;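 further: purified mutant Fbw7 with reduced substrate affinity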
Starred values were filed as active, the others as inactive; & = joins results of further samples; ! = not active in a repeat.

cpd	Molecule	GPR151 ag	TEAD-YAP inh
1	COc1ccc(NC(=O)/C(C#N)=C/c2ccccc2)cc1	1.2	1
2	O=C(NCc1ccco1)c1cc2c(ccc3ccccc32)oc1=O	-1.3	1
3	Cn1c(=O)[nH]c(=O)c2c1nc(N1CCCCC1)n2CC(N)=O	-1.3	0
4	CC1CCC2C(=O)N(c3ccc(C(=O)OC(C)C(=O)c4ccccc4)cc3)C(=O)C2C1 (stereo unspecified)	0.0	13
5	COc1cc(C2C(C(=O)OCC3CCCO3)=C(C)NC3=C2C(=O)CCC3)ccc1OCCO (stereo unspecified)	-0.1	4
6	COCCCNc1nccn2c(-c3ccc(CO)cc3)cnc12	0.0	-54
7	COc1ccc(OC)c(C(=O)COC(=O)CCC(=O)c2ccc(F)cc2)c1	1.1	2
8	Cc1cc(C(=O)N(Cc2cccn2C)C2CC2)c(C)o1	-0.1	-9

cpd	MITF inh	FBW7 act
1	-4	-0.1
2	-5	-0.1
3	-3	-0.1
4	16	0.1
5	2	-0.2
6	2	0.0
7	-12	0.4
8	-3	0.1

Next records
cpd	Molecule	GPR151 ag	TEAD-YAP inh
9	O=C1N/C(=C\c2ccccc2)c2ccccc21	0.9	19
10	COc1ccc(C(=O)Nc2cc(C(=O)Nc3cc(OC)c(OC)c(OC)c3)ccc2N2CC3CC(C2)c2cccc(=O)n2C3)cc1 (stereo unspecified)	0.0	-2
11	CCN1CCN(C(=O)c2cc(S(=O)(=O)N3CCc4ccccc43)cn2C)CC1	0.2	5
12	N#Cc1ccsc1NC(=O)COC(=O)CCCN1C(=O)c2cccc3cccc(c23)C1=O	2.4	-11
13	COc1ccc(C[C@@H]2NC(=O)[C@@H]3C[C@H](NCc4ccc(C)cc4C)CN3C2=O)cc1	0.6	0
14	COc1ccc2ccccc2c1/C=N/Nc1ccccn1	-0.7	8
15	CCOC(=O)c1[nH]c(C)c(C(=O)NCCC(C)C)c1C	2.3	-5
16	CCOC(=O)c1c(C)n(-c2ccc(OC)cc2)c2ccc(OCC(N)=O)cc12	-1.9	-2

cpd	MITF inh	FBW7 act
9	8	0.2
10	8	-0.1
11	2	0.2
12	-4	-0.2
13	6	-0.2
14	3	-0.2
15	7	0.0
16	-12	-0.2

(next part)
cpd	Molecule	GPR151 ag	TEAD-YAP inh
17	C=CCc1c(C)nc2c(Cl)cccc2c1SC(N)N	-1.4	5
18	CC1CN(C(=O)C(C)(C)C)C(C)CN1C(=O)C(C)(C)C (stereo unspecified)	0.6	-10
19	COc1ccc(/C=C2/N=C(c3ccc4c(c3)OCO4)OC2=O)cc1OC(C)=O	1.8	-5
20	CC(CN1c2ccccc2Sc2ccccc21)N(C)C (stereo unspecified)	7.4*!	-7&4
21	COc1ccc(CN(C(C)=O)C2CC(=O)N(c3ccc(F)cc3)C2=O)cc1 (stereo unspecified)	-0.4	4
22	Cc1ccc(Cl)cc1NC(=O)CC(NCCCO)C(=O)O (stereo unspecified)	0.5	-8
23	COc1ccc(N2CCN(c3ncnc4sc(C(=O)Nc5ccc(Br)cc5C)c(C)c34)CC2)cc1	1.2	5
24	CCCCOc1ccc(C(=O)Nc2nc(-c3ccc(C(C)C)cc3)cs2)cc1	-0.9	5

cpd	MITF inh	FBW7 act
17	5	1.0
18	-6	-0.1
19	-5	-0.2
20	-7&30&24&-5	0.0&0.2&-0.1&0.1
21	0	0.0
22	-12	-0.1
23	11	0.6
24	18	0.1

Part of the list above, with two lines to a compound.
Order of values – GPR151 ag	TEAD-YAP inh	MITF inh	FBW7 act
(19) COc1ccc(/C=C2/N=C(c3ccc4c(c3)OCO4)OC2=O)cc1OC(C)=O
 : 1.8	-5	-5	-0.2
(20) CC(CN1c2ccccc2Sc2ccccc21)N(C)C (stereo unspecified)
 : 7.4*!	-7&4	-7&30&24&-5	0.0&0.2&-0.1&0.1
(21) COc1ccc(CN(C(C)=O)C2CC(=O)N(c3ccc(F)cc3)C2=O)cc1 (stereo unspecified)
 : -0.4	4	0	0.0
(22) Cc1ccc(Cl)cc1NC(=O)CC(NCCCO)C(=O)O (stereo unspecified)
 : 0.5	-8	-12	-0.1
(23) COc1ccc(N2CCN(c3ncnc4sc(C(=O)Nc5ccc(Br)cc5C)c(C)c34)CC2)cc1
 : 1.2	5	11	0.6
(24) CCCCOc1ccc(C(=O)Nc2nc(-c3ccc(C(C)C)cc3)cs2)cc1
 : -0.9	5	18	0.1

More compounds follow:
cpd	Molecule	GPR151 ag	TEAD-YAP inh
25	CCCN1CCC2(CC1)C1CN(CCC)CC=C1C(C#N)=C(N)C2(C#N)C#N (stereo unspecified)	0.6&1.1	-4&-8
26	Cn1c(=O)c2nc(SCC(=O)Nc3nc4ccccc4s3)n(C)c2n(C)c1=O	-0.1	4
27	Cc1ccccc1Nc1nc(N)nc(COc2ccc([N+](=O)[O-])cc2Cl)n1	5.7*	-7
28	CCOc1ccc2nc(SCC(=O)Nc3ncc(C(F)(F)F)cc3Cl)sc2c1	-0.8	-2
29	CCOc1cc(O)c(-c2[nH]ncc2Oc2ccccc2)cc1CC	0.6	-7
30	COc1ccc(C2C(C(N)=O)=C(C)Nc3nc(CCCO)nn32)cc1 (stereo unspecified)	0.3	-6
31	Nc1nonc1-c1noc(-c2cccc([N+](=O)[O-])c2)n1	-0.8	11
32	N#CCCN(Cc1cccnc1)C(=S)NC(=O)c1ccco1	1.1	-3

cpd	MITF inh	FBW7 act
25	-8&12	-0.2&-0.2
26	-12	-0.2
27	6	0.5
28	-2	-0.1
29	-15	0.1
30	15	-0.1
31	14	0.0
32	-1	0.0

Later entries.
cpd	Molecule	GPR151 ag	TEAD-YAP inh
33	Cc1c(NC(=O)CSc2n[nH]c(-c3ccccc3)n2)c(=O)n(-c2ccccc2)n1C	1.7	13
34	CCC(C)c1ccc(OCC(=O)NNC(=O)C2CCCCC2)cc1 (stereo unspecified)	-0.9	2
35	O=C(COc1ccccc1)Nc1cccc(NC(=O)Cc2ccccc2)c1	0.7	-14
36	COc1ccccc1N1C(=O)N(CC(=O)C(C)(C)C)c2ccccc2S1(=O)=O	-1.1	0
37	O=C(O)C1CSC(c2cccc(OCc3ccccc3)c2)N1 (stereo unspecified)	-1.0	-8
38	O=S(=O)(c1ccc2nsnc2c1)N1CCCCC1c1cccnc1 (stereo unspecified)	-1.1	5
39	CCC1Oc2ccc(C)cc2N(CC(=O)N2CCc3ccccc32)C1=O (stereo unspecified)	-1.7	8
40	CCn1c(N2CCC(C(=O)NCCc3ccc(O)c(O)c3)CC2)nc2ccccc21	-1.4	4

cpd	MITF inh	FBW7 act
33	19	0.1
34	14	0.0
35	3	-0.1
36	-9	0.1
37	15	0.0
38	3	1.1
39	19	1.4
40	8	0.0

Remaining list, next part.
cpd	Molecule	GPR151 ag	TEAD-YAP inh
41	COc1ccc(OC)c(NC(=O)COc2ccc(Br)cc2Br)c1	1.5	-17
42	O=C(NCc1cccnc1)c1cc(-c2ccc(F)cc2)no1	5.0*	-23
43	CCn1c(Cc2c(C)[nH]c3ccccc23)n[nH]c1=S	1.3	5
44	CC1=NNC(=O)C1Oc1ccccc1 (stereo unspecified)	1.0	-2
45	Clc1ccc(-c2csc(Nc3ccc(Br)cc3)n2)cc1Cl	0.9	-7
46	Cc1cnc(-c2c(C)noc2C)nc1NCCOc1ccccc1	-0.1	-13
47	Cc1ccccc1N1C(=O)c2ccc(C(=O)Nc3nccs3)cc2C1=O	-0.5	-4
48	CC1CCCCN1c1nc2c(c(=O)[nH]1)CCN(Cc1ccccn1)C2 (stereo unspecified)	-1.6	13

cpd	MITF inh	FBW7 act
41	0	0.4
42	14	-0.2
43	1	0.1
44	-12	-0.1
45	-10	-0.3
46	13	0.0
47	19	0.4
48	8	0.5

The listing continues:
cpd	Molecule	GPR151 ag	TEAD-YAP inh
49	CCOc1ccc(NC(=O)CNC(=O)c2ccccc2)cc1	-1.3	-25
50	CCCNc1nc(NC2CCCCC2)nc(OC(C)C)n1	-1.6	-2
51	C/C(=N\Nc1ccccc1[N+](=O)[O-])c1ccc2ccccc2c1O	0.1	11
52	COc1ccc(NC(=S)Nc2ccc3c(c2)OCCO3)c(OC)c1	1.6	-7
53	CC12c3ccccc3C(C)(c3ccccc31)C1C(=O)N(c3cccc(C(=O)O)c3)C(=O)C12 (stereo unspecified)	-0.9	-1
54	CCN(CCO)C(=O)CCCN1C(=O)/C(=C/c2ccc(OC)c(OC)c2)SC1=S	0.3	-1
55	COCCNC(=O)c1cnn2c(C(F)(F)F)cc(-c3cccs3)nc12	2.0	-4
56	O=C(Nc1ccc([N+](=O)[O-])c(NC(=O)C2CCCO2)c1)C1CCCO1 (stereo unspecified)	0.6	4

cpd	MITF inh	FBW7 act
49	7	0.4
50	-1	0.0
51	11	0.3
52	5	-0.1
53	18	0.9
54	18	0.1
55	-6	0.0
56	5	-0.3

Additional entries follow:
cpd	Molecule	GPR151 ag	TEAD-YAP inh
57	CCOC(=O)C1(CC)CC(CSc2nc3ccccc3[nH]2)OC1=O (stereo unspecified)	-0.7	-9
58	COC(=O)c1ccc(CN2C(=O)C(C)Oc3ncc(C(F)(F)F)cc32)o1 (stereo unspecified)	-0.5	1
59	COc1cccc(-c2nnc(NC(=O)c3ccc(Br)cc3)o2)c1	1.2	-4
60	NC1=NC(=O)C(CC(=O)Nc2cccc([N+](=O)[O-])c2)S1 (stereo unspecified)	-0.1	3
61	COc1ccc(NC(=O)CSc2nccc(=O)[nH]2)cc1Cl	1.5	-4
62	CCN1CCN(C(=O)c2cc(-c3ccccc3)n[nH]2)CCC1=O	-0.7	0
63	Cc1cccc(Cn2c(C)nc3ccc([N+](=O)[O-])cc3c2=O)c1	-0.5	-7
64	Nc1ncc(Br)cc1S(=O)(=O)N1CCOCC1	2.0	1

cpd	MITF inh	FBW7 act
57	-13	-0.1
58	-1	-0.1
59	14	0.1
60	25	0.5
61	12	0.2
62	4	0.0
63	-1	-0.1
64	2	-0.1

4 entries from above in a different format.
63	Cc1cccc(Cn2c(C)nc3ccc([N+](=O)[O-])cc3c2=O)c1
10	COc1ccc(C(=O)Nc2cc(C(=O)Nc3cc(OC)c(OC)c(OC)c3)ccc2N2CC3CC(C2)c2cccc(=O)n2C3)cc1 (stereo unspecified)
16	CCOC(=O)c1c(C)n(-c2ccc(OC)cc2)c2ccc(OCC(N)=O)cc12
23	COc1ccc(N2CCN(c3ncnc4sc(C(=O)Nc5ccc(Br)cc5C)c(C)c34)CC2)cc1
assay / entry	63	10	16	23
GPR151 ag	-0.5	0.0	-1.9	1.2
TEAD-YAP inh	-7	-2	-2	5
MITF inh	-1	8	-12	11
FBW7 act	-0.1	-0.1	-0.2	0.6

Three compounds already listed, arranged by count of non-hydrogen atoms, smallest number first.
cpd	Molecule	GPR151 ag	TEAD-YAP inh
3	Cn1c(=O)[nH]c(=O)c2c1nc(N1CCCCC1)n2CC(N)=O	-1.3	0
21	COc1ccc(CN(C(C)=O)C2CC(=O)N(c3ccc(F)cc3)C2=O)cc1 (stereo unspecified)	-0.4	4
53	CC12c3ccccc3C(C)(c3ccccc31)C1C(=O)N(c3cccc(C(=O)O)c3)C(=O)C12 (stereo unspecified)	-0.9	-1

cpd	MITF inh	FBW7 act
3	-3	-0.1
21	0	0.0
53	18	0.9

The list goes on.
cpd	Molecule	GPR151 ag	TEAD-YAP inh
65	N#C/C(=C/c1ccc(CNS(=O)(=O)c2ccccc2)o1)C(=O)Nc1ccc(F)cc1	-0.4	-52
66	O=C(NCC1Cc2cc(F)cc(-c3cccnc3)c2O1)c1cnn(-c2ccccc2)c1 (stereo unspecified)	1.2	-2
67	CCOC(=O)CNC(=O)N1CCC(CN2CCCCCC2)CC1	-2.5	2
68	Cc1cccc(-c2nsc(SCC(=O)c3ccccc3)n2)c1	-0.6	-30
69	Cc1nnc(NC(=O)c2ccc(N3C(=O)c4ccccc4C3=O)cc2)s1	-0.5	4
70	O=C1c2cccc3c([N+](=O)[O-])ccc(c23)C(=O)N1c1ccc(Cl)cn1	-1.8	-9
71	C=CCN1C(=O)CCC1CCNCc1cc2c(cc1Cl)OCO2 (stereo unspecified)	-1.0	2
72	CCOC(=O)CS(=O)(=O)c1ccc(C(=O)N(CC)Cc2ccccc2)cc1[N+](=O)[O-]	0.7	-8

cpd	MITF inh	FBW7 act
65	14	-0.2
66	-1	-0.2
67	9	0.6
68	0	-0.1
69	5	-0.1
70	16	0.3
71	-7	-0.2
72	1	-0.6

Going on with the list:
cpd	Molecule	GPR151 ag	TEAD-YAP inh
73	c1coc(CNc2nc3ccccc3n3nnnc23)c1	-0.5	-8
74	CCC(C)NC(=O)c1cc2sc(Cl)cc2n1C (stereo unspecified)	-1.7	-25
75	CC(=O)N1N=C(c2c(-c3ccccc3)c3cc(Cl)ccc3n(C)c2=O)CC1c1ccco1 (stereo unspecified)	-0.1	-1
76	C=CCNc1ncnc2c1nnn2Cc1ccccc1Cl	0.7	-13
77	NC(=O)c1ccccc1Nc1cc(Oc2ccc(N3CCNCC3)cc2)ncc1C(F)(F)F	-1.7	3
78	COc1ccc(NC2CC(=O)N(c3cccc([N+](=O)[O-])c3)C2=O)cc1 (stereo unspecified)	0.7	7
79	Cc1cc(=O)oc2cc(OC(C)C(=O)NCc3ccccc3)ccc12 (stereo unspecified)	2.1	-2

cpd	MITF inh	FBW7 act
73	31	0.7
74	1	-0.1
75	6	-0.1
76	-5	-0.1
77	-13	0.7
78	4	-0.4
79	-9	0.0
